Source: PubChem BioAssay
HKDC1 inhibitor = HKDC1 hexokinase inhibitors, primary screen, biochemical, fluorescence, uHTS | recombinant HKDC1, G6PDH/diaphorase resazurin coupled fluorescence | inhibition, % at 20 µM | hit rate 0.16% among 340,000;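 active = inhibition above about 35% when tested at 20 µM, limit read from the data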;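 note: plate controls were DMSO wells with enzyme for no effect and DMSO wells lacking enzyme for full effect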
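Test system: Recombinant HKDC1 (HK5) hexokinase enzyme, produced in-house | Input: HKDC1 at 5 µg/mL | Buffer or medium: Tris pH 8.0 buffer with MgCl2, Tween-20, BSA, BME | Schedule: 90 min reaction incubation at room temperature, dark | Technique: Resazurin-to-resorufin fluorescence via G6PDH and diaphorase coupling, 525/613 nm | Controls: DMSO wells with and without enzyme mix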
SENP7 block = SENP7 protease inhibitors, primary screen, biochemical, luminescence, uHTS; Sentrin-specific protease 7 (Homo sapiens), Q9BQF6; recombinant SENP7, Z-RLRGG-aminoluciferin luminescence, 40 min; hit rate 1.5% among 330,000; AID 434973, 2010; inhibition, % at 5 µM;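 active = inhibition above about 50% at the single test dose, limit read from the data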;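 note: plate controls were DMSO with enzyme for no effect and no enzyme buffer wells for full effect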
ATG4B inhibitor = ATG4B protease inhibitors, primary screen, biochemical, fluorescence, uHTS; Cysteine protease ATG4B (Homo sapiens), Q9Y4P1; ATG4B cleavage of LC3-PLA2, NBD-HPC fluorescence, 1 h; inhibition, % at 8.33 µM; hit rate 0.51% among 340,000; in the data active = inhibition above about 40%
Target sequence (Q9Y4P1 whole entry, looked up): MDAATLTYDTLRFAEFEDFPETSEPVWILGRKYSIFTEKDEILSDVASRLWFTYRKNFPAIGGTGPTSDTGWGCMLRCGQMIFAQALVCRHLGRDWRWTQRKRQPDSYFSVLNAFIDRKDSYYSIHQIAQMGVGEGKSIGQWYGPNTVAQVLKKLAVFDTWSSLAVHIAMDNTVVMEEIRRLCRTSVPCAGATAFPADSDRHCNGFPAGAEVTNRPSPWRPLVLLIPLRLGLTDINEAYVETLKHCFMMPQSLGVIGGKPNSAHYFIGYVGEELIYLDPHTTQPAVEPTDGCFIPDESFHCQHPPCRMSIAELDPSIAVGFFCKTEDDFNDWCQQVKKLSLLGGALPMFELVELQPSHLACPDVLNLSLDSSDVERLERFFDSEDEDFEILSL
SENP6 block = SENP6 protease inhibitors, primary screen, biochemical, luminescence, uHTS. inhibition, % at 10 µM. Sentrin-specific protease 6 (Homo sapiens), Q9GZR1. AID 2599, 2010. Recombinant SENP6 catalytic domain, aminoluciferin luminescence. hit rate 1.8% among 330,000;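 active = inhibition above about 50% at the single tested dose, limit read from the data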;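 note: plate controls were DMSO wells with enzyme for no effect and DMSO wells lacking enzyme for full effect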
Target sequence (Q9GZR1 628-1112 limits assumed): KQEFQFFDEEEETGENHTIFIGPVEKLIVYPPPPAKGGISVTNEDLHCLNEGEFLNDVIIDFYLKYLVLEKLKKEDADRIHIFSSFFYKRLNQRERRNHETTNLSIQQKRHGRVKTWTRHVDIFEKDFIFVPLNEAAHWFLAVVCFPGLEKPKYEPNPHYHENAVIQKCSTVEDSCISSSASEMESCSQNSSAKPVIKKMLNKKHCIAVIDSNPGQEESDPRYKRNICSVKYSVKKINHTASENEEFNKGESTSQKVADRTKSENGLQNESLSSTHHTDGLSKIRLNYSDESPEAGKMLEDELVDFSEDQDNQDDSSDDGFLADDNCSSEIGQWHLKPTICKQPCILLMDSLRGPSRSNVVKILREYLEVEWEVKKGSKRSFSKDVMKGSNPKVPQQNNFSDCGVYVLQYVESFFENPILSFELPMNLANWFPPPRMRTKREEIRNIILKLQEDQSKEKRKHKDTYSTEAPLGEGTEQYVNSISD
PfGluPho inh = PfG6PD enzyme inhibitors, primary screen, biochemical, fluorescence intensity, uHTS. PfGluPho enzyme, NADPH resazurin-diaphorase fluorescence. glucose-6-phosphate dehydrogenase-6-phosphogluconolactonase (Plasmodium falciparum 3D7). hit rate 0.78% among 350,000. inhibition, % at 20 µM. AID 504690, 2011;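 active = inhibition reaching at least a set limit at 20 µM in the primary screen, cut at about 59% in these data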;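 note: 0% = DMSO wells with substrate and 100% = DMSO wells lacking glucose-6-phosphate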
SENP8 block = human SENP8 protease inhibitors, primary screen, biochemical, fluorescence, Nedd8 protein substrate, uHTS; recombinant SENP8; hit rate 0.64% among 360,000; inhibition, % at 20 µM; AID 602440, 2012; in the data active = inhibition mostly above about 40%, no sharp cut-off; inactive = mostly below about 27%
Target sequence (Q96LD8 whole entry, looked up): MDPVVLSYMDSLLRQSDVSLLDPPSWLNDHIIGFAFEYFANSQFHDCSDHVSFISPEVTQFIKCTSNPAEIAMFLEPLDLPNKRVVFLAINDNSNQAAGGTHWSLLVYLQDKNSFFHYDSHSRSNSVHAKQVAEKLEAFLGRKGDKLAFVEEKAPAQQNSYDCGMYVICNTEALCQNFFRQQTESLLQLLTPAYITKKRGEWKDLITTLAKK
MPTP block = mitochondrial permeability transition pore inhibitors, primary screen, biochemical, isolated mouse mitochondria, absorbance; Ca2+ swelling absorbance, 30 min; inhibition, % at 10 µM; hit rate 1.4% among 360,000; AID 602449, 2012;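 active = inhibition of 50% or more, scaled per plate between neutral and stimulator controls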;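 note: 0% = DMSO wells given calcium and 100% = 1 mM EGTA wells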
GRIN3A LBD mod = binders of NR3A ligand-binding domain, primary screen, biophysical, differential scanning fluorimetry, uHTS. NR3A LBD differential scanning fluorimetry, Tm shift; 0% = protein alone, 100% = glycine-bound protein. Tm shift relative to glycine control, % at 25 µM. hit rate 2.5% among 340,000;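 active = melting temperature shift of at least 10% of the positive control shift, at one fixed dose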
The depositor's hits bear a star; . = no result given; & = joins results of further samples.

SENP8 block,MPTP block,SENP7 block,PfGluPho inh,HKDC1 inhibitor,SENP6 block,ATG4B inhibitor,GRIN3A LBD mod,SMILES
27,1.0,4,12,-7,-15,-9,2,O=C(COC(=O)c1ccc(O)cc1)Nc1ccc(N2CCCCC2)cc1
18,-1.2,.,-3,-2,.,-7,-1,CCOC(=O)c1c(SC)n(-c2ccccc2)c(=S)n(-c2ccccc2)c1=O
-11,-0.8,0,10,0,-7,3,-5,O=C(Nc1ccccc1C(=O)Nc1ccc(Br)cn1)c1ccccc1Cl
7,0.8,.,-19,-4,.,2,0,CCCC(N)CCCCCC(=O)O (configuration not stated)
-19,0.7,-3,-13,-4,2,1,-10,Cc1onc(-c2ccccc2Cl)c1C(=O)N1CCN(c2ncccn2)CC1
3,-1.4,-3,-4,2,1,0,0,O=C(N=C1SC2CS(=O)(=O)CC2N1c1ccccc1Cl)C1CCCO1 (configuration not stated)
0,-0.5,-6,33,-4,-13,-21,0,CN(C)CCOC(=O)c1ccc2[nH]c3c(c2c1)CSCC3
4,0.0,-12,-7,4,-26,6,-3,CCOC(=O)CSc1nnc(-c2cccnc2)n1C
8,-0.3,-5,11,-4,6,-10,5,O=C(NCc1ccccc1Cl)c1ccc(S(=O)(=O)NCc2ccco2)cc1
15,-0.7,-7,-6,-1,-1,-7,2,Cc1ccc(-n2nnnc2-c2cnoc2-c2cccc(F)c2)cc1
16,0.1,-12,2,2,-4,0,1,CCOc1ncccc1C(=O)OCCCC(=O)c1ccc(Br)cc1
24,1.6,-7,-10,-4,-36,6,-1,Cc1nnc(NC(=O)CCC(=O)NCc2ccco2)s1
16,-4.5,3,4,-8,4,12,-3,CC(C)(C)NS(=O)(=O)c1ccc(NC(=O)Cc2ccccc2[N+](=O)[O-])cc1
9,-0.5,-2,-36,6,83*,8,2,O=c1ccnc(S/C=C/c2ccccc2)[nH]1
9,0.4,.,-10,-1,.,-2,9,CN(CCc1ccccc1)C(=O)c1ccc(NC(=O)Cc2cccc(NC(=O)C3CCN(C(=O)CCc4ccccc4)CC3)c2)cc1
24,2.8,-1,-3,-4,-4,-8,-3,Nc1nc(NCc2ccco2)nc(Nc2ccccc2)c1[N+](=O)[O-]
10,-2.7,7,58,6,17,-1,0,COc1ccc(Cc2n[nH]c(=S)n2N)cc1OC
14,3.8,-8,11,-1,-47,-13,-3,CC(C)CC(=O)NC(=S)Nc1ccc(NC(=O)c2cccs2)cc1
-16,21,-10,24,2,-45,73*,15*,Cc1cc(N/N=C/c2cccc(F)c2)nc(NCc2ccccc2)n1
7,-1.0,9,9,-8,-9,1,-2,Cc1ccc(-n2cc(-c3ccccc3)[nH]c2=O)cc1F
21,0.8,-7,2,-4,-2,-6,-1,CCOc1ccc(C(=O)OCC(=O)NCCCc2ccccc2)cc1
-240,-1.0,9,-16,-1,7,-1,1,O=C(O)Cn1nc2c3c(cccc3c1=O)-c1ccccc1-2
33,1.2,82*,-13,-3,76*,5,-17,Cc1ccc(N=Nc2c(N)n(-c3ccccc3)[nH]c2=O)cc1
12,0.1,-6,-1,1,1,0,0,CNC(=O)N1c2ccccc2CCc2ccccc21
-31,-0.9,4,6,-2,10,4,-1,CCN=C1S/C(=C\c2cn(CC(=O)NCc3ccco3)c3ccccc23)C(=O)N1CC
14,-0.6,-4,-5,-4,-9,3,-3,O=C(COC(=O)CNC(=O)c1ccccc1F)NCCC1=CCCCC1
14,0.6,1,-4,1,-4,-2,-1,CCCC(=O)C1C(=O)CC(C)(C)C(c2cc(C)no2)C1=O (configuration not stated)
-3,-0.8,.,-6,-2,.,-4,-4,COc1ccc(CNS(=O)(=O)CCNCCc2ccccc2)cc1
5,2.3,2,17,-3,-6,4,-2,Cc1ccc2c(c1)N(C(=O)CCC(=O)N1CCN(c3cccc(C)c3C)CC1)CCO2
24,3.5,-6,15,-1,5,19,2,Cc1ccccc1N1CCN(CCCN2C(=O)CC(=C(c3ccccc3)c3ccccc3)C2=O)CC1
-50,10,6,3,-1,8,-7,-1,CC(=O)Nc1nonc1-c1nc2ccccc2n1N(C(C)=O)C(C)=O
12,-1.3,13,-4,-4,-6,-6,1,CCC1CCc2sc(C(=O)O)cc2C1 (configuration not stated)
7,-0.3,100*,17,-7,98*,11,-18,Cc1cccc(/C(N)=N/OC(=O)c2ccc3c(c2)OCO3)c1
7,0.2,-2,-16,-11,-8,-12,-4,COc1ccc(NC(=O)/C(C#N)=C\c2cc(C)n(-c3ccc(Oc4ccc([N+](=O)[O-])cn4)cc3)c2C)cc1
28,12,2,-6,-7,21,-5,-7,CC(NS(=O)(=O)c1ccc(CCC(=O)NCc2ccco2)cc1)c1ccccc1 (configuration not stated)
8,-23,7,2,15,-3,-11,-9,N#CCCn1cc(C(=O)Nc2ccccc2Br)c(-c2cc3ccccc3o2)n1
15,-0.6,-4,0,-2,-10,-8,2,Cc1cccc(NCc2ccccc2O)n1
14,1.2,7,6,-3,6,2,0,COc1ccc(S(=O)(=O)NCc2ccccn2)cc1NC(=O)c1ccccc1F
14,-1.2,-8,7,-6,-5,4,0,C=CC[C@H](CC(=O)OC(C)(C)C)C(=O)OC[C@H]1CCCN1C(=O)[C@@H](CC=C)CC(=O)N(CCO)Cc1ccccc1
16,0.9,2,-15,0,13,5,0,CC1CCCC(NC(=O)COC(=O)CCSc2ccccc2)C1C (configuration not stated)
2,1.7,1,-8,-5,-7,-15,1,COc1ccc(-c2cc(CCCC(=O)NCCc3ccc(OC)cc3OC)no2)cc1
4,2.0,2,-9,-9,26,1,-1,COC(=O)[C@]1(C)N[C@H](CN(C)C(=O)c2ccc(F)cc2)[C@@H]2C(=O)N(Cc3ccccc3)C(=O)[C@@H]21
7,-0.2,-10,0,1,-17,3,2,CC(=O)Nc1cccc(NC(=O)CCN2C(=O)c3ccccc3S2(=O)=O)c1
15,-0.2,4,4,-4,17,-5,-1,CCc1ccc(OC(C)c2nnc(SCC(=O)Nc3ncccc3C)n2C)cc1 (configuration not stated)
-24,-2.3,9,-4,-3,14,-9,-2,CCc1c(C2(O)CCCCC2)[nH]c2ncccc12
8,-0.1,0,-8,-1,-7,-21,-2,O=C(Nc1c(-c2ccccc2)nc2sccn12)c1ccccc1
5,-1.0,.,8,0,.,.,29*,CC(C)C[C@H]1CNC(=S)N1CC1CCCN1C[C@H](Cc1ccccc1)N1C[C@H](Cc2ccc(O)cc2)N(CC2CCCCCC2)C1=S (some centres not stated)
11,-0.5,3,-14,10,7,1,0,COC(=O)c1ccc(Cn2nnc3c(=O)[nH]c(C4CCCN(S(=O)(=O)c5cccc(Cl)c5)C4)nc32)cc1 (configuration not stated)
27,1.4,0,-6,7,-6,5,-10,CCc1cc2c(=O)n(-c3ccccc3)cnc2s1
25,-1.5,3,-9,-6,7,2,-1,CC(C)(C)Nc1nc(Oc2ccc(=O)n(-c3ccccc3)n2)nc(N2CCOCC2)n1
17,3.0,2,3,-2,-3,8,-2,O=C(CN1CCN(Cc2ccc(Cl)cc2)CC1)N/N=C/c1cccs1
-432,3.3,-9,38,-2,-8,0,-9,CCn1nc(NC(=O)c2ccccc2)c2cc3cccc(C)c3nc21
1,-1.8,6,-32,-5,1,-15,2,CN(C)S(=O)(=O)c1ccc(C(=O)NC(=O)CSc2nnnn2C)cc1
3,1.3,-12,11,0,-6,9,2,Oc1ccc(Br)cc1/C=N/n1c(-c2ccccc2)n[nH]c1=S
-1,-0.7,-11,1,6,-3,1,1,O=C(Nc1cccc(-c2cccc(Cl)c2)c1)C1CCN(Cc2ccccn2)CC1
12,-0.3,-1,4,3,0,-12,2,Cc1nn(-c2ccccc2)c(C)c1NC(=O)COc1ccc(C#N)cc1
-7,-6.1,-13,-7,-5,-16,4,-1,CC1CCCN(C(=O)Nc2cccc(NC(=O)N3CCCC(C)C3C)c2)C1C (configuration not stated)
31,1.6,12,4,3,-5,-11,19*,O=[N+]([O-])c1ccc(N=Nc2c(O)[nH]c3ccc(F)cc23)cc1
-281,1.6,4,4,6,-8,-6,0,COC(=O)Cc1c(C)c2ccc(OC3CCCCC3=O)c(C)c2oc1=O (configuration not stated)
7,-0.6,99*,-17,3,99*,-3,2,O=C(O)c1ccc(-c2noc(-c3ccccc3F)n2)cc1

Laid out differently: results already given
mol	SENP8 block	MPTP block	SENP7 block	PfGluPho inh	HKDC1 inhibitor	SENP6 block	ATG4B inhibitor	GRIN3A LBD mod
Cc1nn(-c2ccccc2)c(C)c1NC(=O)COc1ccc(C#N)cc1	12	-0.3	-1	4	3	0	-12	2
CCn1nc(NC(=O)c2ccccc2)c2cc3cccc(C)c3nc21	-432	3.3	-9	38	-2	-8	0	-9
COC(=O)Cc1c(C)c2ccc(OC3CCCCC3=O)c(C)c2oc1=O (configuration not stated)	-281	1.6	4	4	6	-8	-6	0

(list continues)
SENP8 block,MPTP block,SENP7 block,PfGluPho inh,HKDC1 inhibitor,SENP6 block,ATG4B inhibitor,GRIN3A LBD mod,SMILES
29,-2.6,-2,15,-2,8,-33,0,O=C(CCS(=O)(=O)Cc1ccccc1)N1CCN(c2ccc([N+](=O)[O-])cc2)CC1
4,1.8,-5,8,-3,8,-13,1,COc1cc(C)c(-c2[nH]ncc2-c2csc(C)n2)c(O)c1
45*,0.2,6,11,4,-20,-6,0,O=c1cc(-c2ccc(O)cc2)oc2cc(O)c([C@@H]3O[C@H](CO)[C@@H](O)[C@H](O)[C@H]3O)c(O)c12
-7,0.9,-4,-62,0,-6,25,8,COC(=O)c1c(NC(=S)NNS(=O)(=O)c2ccc(OC)cc2OC)sc2c1CCCCCC2
13&4,-2.9&-0.1,8,5,-1,6,-4,-1,Cc1ccc(CN2C(=O)C(CC(C)C)Nc3ncnc(N4CCOCC4)c32)cc1 (configuration not stated)
23,3.5,6,-3,-5,-19,-14,2,COc1ccc(OC)c(S(=O)(=O)n2cnc3cc(C)c(C)cc32)c1
13,-0.7,-4,6,0,-4,-8,-1,CC(C)CC(=O)NC(NC(=O)CC(C)C)c1cccc([N+](=O)[O-])c1
4,-0.9,1,-9,-5,3,2,-2,OCC[C@H]1C[C@H](O)[C@@H](O)[C@@]2(CCc3ccccc3O2)O1
0,-0.6,-7,1,-2,2,-1,-1,CC1CC(C)(C)NC(=S)N1CCCC(=O)Nc1ccc(Cl)cc1 (configuration not stated)
-44,0.8,2,4,2,-8,-5,-1,Cc1cc(O)c(C(=O)/C=C/c2ccccc2)c(=O)o1
-8,-0.6,-3,2,-6,-13,1,-2,CN(C(=O)COC(=O)CSc1ccc(C(N)=O)cc1[N+](=O)[O-])C1CCS(=O)(=O)C1 (configuration not stated)
6,-0.7,-1,1,7,-10,-5,-2,COC(=O)c1sc(NC(=O)CSc2n[nH]c(N)n2)c(C(=O)OC)c1C
12,3.5,-10,11,1,-30,-16,-3,Cc1ccc(NC(=O)CCNS(=O)(=O)c2ccc(Br)s2)cc1
1,0.3,-2,-1,1,-3,-14,-3,O=C(Nc1cccc(-c2nc3ccccc3[nH]2)c1)c1ccccn1
16,1.6,3,4,1,5,1,-2,CC(C)Cn1c(O)c(N=NC(=O)c2cccc(S(=O)(=O)N3CCCCC3)c2)c2ccccc21
24,-4.6,8,-19,-2,-4,-7,-11,CCCOc1ccc(C(=O)NNC(=S)NC(=O)c2ccccc2[N+](=O)[O-])cc1
6,0.2,8,7,-8,13,-6,0,CCOC(=O)c1cnc(-n2nc(C)cc2C)nc1NNc1nc(C)cc(C)n1
1,-0.8,-2,1,-2,-3,3,-4,Cc1cc(C)cc(Nc2cc(C)nc3nc(C)nn23)c1

No enrichment for hits (roughly 6.9% active in at least one column).
